High-throughput results from PubChem BioAssay.
Mtb UGM inh: inhibitors of M. tuberculosis UDP-galactopyranose mutase | purified UGM, fluorescence polarization probe displacement | inhibition, % at 10 µM | 320,000 tested, 0.06% active; in the data active = inhibition above about 10%, passing the limit was not always enough; inconclusive = no clear call, values can overlap the other calls
Target sequence (P9WIQ1 whole entry, looked up): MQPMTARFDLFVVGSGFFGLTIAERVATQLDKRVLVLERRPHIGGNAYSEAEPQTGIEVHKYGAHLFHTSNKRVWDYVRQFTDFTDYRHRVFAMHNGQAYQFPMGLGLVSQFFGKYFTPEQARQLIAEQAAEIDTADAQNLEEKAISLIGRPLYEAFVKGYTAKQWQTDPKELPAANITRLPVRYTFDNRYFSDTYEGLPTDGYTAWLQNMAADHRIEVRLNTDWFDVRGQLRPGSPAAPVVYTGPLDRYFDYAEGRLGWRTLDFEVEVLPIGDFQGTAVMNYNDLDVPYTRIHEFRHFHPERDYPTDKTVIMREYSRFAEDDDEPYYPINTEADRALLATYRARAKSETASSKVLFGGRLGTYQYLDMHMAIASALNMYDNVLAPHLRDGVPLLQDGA
MazF activator: activators of E. coli MazEF toxin-antitoxin RNase | P0AE70 | FAM/BHQ RNA-DNA oligo cleavage fluorescence, 5 h | activation, % at 20 µM | 350,000 tested, 0.32% active | AID 504720; in the data active = activation above about 50%
Target sequence (P0AE70 whole entry, looked up): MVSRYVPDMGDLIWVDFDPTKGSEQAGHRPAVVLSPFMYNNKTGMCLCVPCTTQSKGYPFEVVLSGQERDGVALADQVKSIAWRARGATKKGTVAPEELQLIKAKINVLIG
BioA inh: inhibitors of Mycobacterium tuberculosis BioA enzyme. purified M. tuberculosis BioA enzyme, plate reader. inhibition, % at 9.99 µM. 360,000 tested, 0.096% active. AID 602481; in the data active = inhibition above about 40%; inconclusive = no clear call, values can overlap the other calls
PrPC surface inh: inhibitors of human cell surface prion protein PrPC. P04156. TR-FRET read-out. inhibition, % at 13.8 µM. 370,000 tested, 0.43% active. AID 720596; in the data active = inhibition above about 24%; note: 0% = median of the test wells and 100% = reference compound wells
GDH-TPI inh: inhibits GDH-TPI coupling enzymes, artifact for Mtb FBA screen | AID 588335 | inhibition, % at 4.8 µM | 360,000 tested, 1.2% active | GDH-TPI coupled enzyme counterscreen, NADH absorbance; in the data active = inhibition above about 30%;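 note: 0% = DMSO wells and 100% = wells lacking the enzyme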
Rv3671c protease: inhibits the M. tuberculosis serine protease Rv3671c; P9WHR9; inhibition, % at 5.96 µM; 320,000 tested, 0.048% active; in the data active = inhibition above about 38%;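 note: extracellular domain of Rv3671c used as enzyme; 0% = enzyme with DMSO and 100% = no enzyme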
FBA Mtb inh: inhibits M. tuberculosis FBA enzyme; purified M. tuberculosis FBA, fluorescence read-out; inhibition, % at 1 µM; 360,000 tested, 2.3% active; AID 588726; in the data active = inhibition above about 27%;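 note: 0% = vehicle and 100% = reference inhibitor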
Target sequence (P9WQA3 whole entry, looked up): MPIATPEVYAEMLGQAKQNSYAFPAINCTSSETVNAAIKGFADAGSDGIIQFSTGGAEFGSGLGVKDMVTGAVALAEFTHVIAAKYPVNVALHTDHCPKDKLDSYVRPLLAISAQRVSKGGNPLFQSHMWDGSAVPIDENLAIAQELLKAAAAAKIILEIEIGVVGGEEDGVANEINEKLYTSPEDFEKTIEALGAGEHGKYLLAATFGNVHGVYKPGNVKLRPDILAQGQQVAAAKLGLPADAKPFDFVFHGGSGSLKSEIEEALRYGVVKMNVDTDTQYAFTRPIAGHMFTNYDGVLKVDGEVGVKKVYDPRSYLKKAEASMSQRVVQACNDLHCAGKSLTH
FadD28 FP inh: blocks FadD28 binding to the bisubstrate probe; fluorescence polarization; inhibition, % at 12.5 µM; 360,000 tested, 0.22% active; in the data active = inhibition above about 8.5%, passing the limit was not always enough; inconclusive = no clear call, values can overlap the other calls
BoNT F protease: inhibitors of Botulinum neurotoxin F light chain protease. Multiplex microsphere protease cleavage assay, flow cytometry. inhibition, % at 10 µM. 360,000 tested, 0.22% active. AID 588497; in the data active = inhibition above about 35%, passing the limit was not always enough; inconclusive = no clear call, values can overlap the other calls; note: plate controls were buffer without enzyme for full effect and enzyme alone for no effect
* = called active by the depositor; ? = inconclusive; . = no result given; & = joins results of further samples.

Every second line gives: FBA Mtb inh, FadD28 FP inh, Rv3671c protease, PrPC surface inh, BioA inh, BoNT F protease, GDH-TPI inh, Mtb UGM inh, MazF activator
1) O=C(CSc1ccc([N+](=O)[O-])cc1)Nc1cccc(S(=O)(=O)Nc2ccccc2F)c1
    -1.1, -0.3, -35.7, -2.5, ., -0.4, 7.4, 0.2, -5.2
2) Nc1ncnc(N(c2ccccc2)C2CCCCC2)c1[N+](=O)[O-]
    1.9, -2.5, 5.2, -0.8, 0.2, -3.7, -6.5, 0.3, 5.8
3) C/C(N)=C(/C#N)C(=O)COC(=O)c1ccccc1Cc1ccccc1
    1.0, -4.5, 3.4, 4.1, ., -9.9, -1.3, -1.2, 5.3
4) CC1(C(=O)NCc2cccc3ccccc23)CCN1Cc1cccc2c1OCO2 (stereo not given)
    -1.4, -4.5, ., 5.2, -1.0, 1.2, 5.8, ., .
5) CC(C)NC(=O)N1CCC(c2nc3ccccc3s2)CC1
    -0.1, -3.0, 4.8, -2.6, 0.4, 6.2, -10.0, 3.1, 1.3
6) CCCCn1nnnc1NCc1cccs1
    1.2, -3.4, 2.3, 4.3, ., 7.0, -10.5, -1.9, 3.9
7) OCCNc1ncnc2c1ncn2[C@H]1CN(C2CCCC2)C[C@@H](CO)O1
    1.1, -0.3, ., -7.3, -1.4, -10.4, 2.7, ., .
8) O=C(CN1C(=O)C(=O)N(Cc2ccco2)C1=O)NC1CCCCC1
    -4.3, -2.4, 1.4, 5.7, ., 1.5, -6.0, -1.7, 2.8
9) CCOc1ccc(N2C(=O)CC(n3nc(C)cc3C)C2=O)cc1 (stereo not given)
    1.3, -3.6, -5.4, 1.9, -0.2, -3.7, 0.0, 0.6, 1.2
10) CCOC(=O)c1cc(=O)n(Cc2ccccc2C)c2ccccc12
    2.2, -2.9, 1.9, 7.4, 2.5, 0.2, -3.7, -0.5, -0.2
11) CC1CCCCN1S(=O)(=O)c1ccc(S(=O)(=O)N2CCN(c3ccccc3)CC2)cc1 (stereo not given)
    2.9, -0.3, -1.5, -1.7, 0.6, -5.3, -1.6, -1.4, -11.0
12) COc1ccccc1NC(=O)c1ccc(NC(=O)c2nc3nccc(C)n3n2)cc1
    -0.1, -1.6, -3.8, -4.9, -0.9, -3.2, 7.6, -3.2, 6.0
13) C/C(=N\NC(=O)CNC(=O)c1ccncc1)c1ccc(C)cc1
    1.6, -0.2, 10.9, -0.5, ., 23.6, 9.3, 2.4, 16.1
14) O=C(CBr)N1CCc2ccccc2C(c2ccccc2)C1 (stereo not given)
    2.5, -1.3, 5.4, 9.8, 0.7, ?, -2.1, 4.4, -0.7
15) O=[N+]([O-])c1ccc(C(=S)N2CCC(Cc3ccccc3)CC2)cc1
    1.0, -0.5, 0.5, 2.0, -0.8, 0.7, 7.8, -0.3, 4.8
16) CCN(CC)S(=O)(=O)c1ccc(N/N=C(\C)c2ccc(OC)cc2O)nc1
    -2.0, 1.0, 9.8, 23.1, ., -2.3, 27.8, -3.5, 0.5
17) COc1ccccc1C1=NNC(=NCc2ccccc2)SC1
    1.1, -1.3, 5.6, 3.7, ., -7.9, 5.8, -0.5, -6.1
18) O=C(CCC(=O)NNC(=O)COc1ccc(Br)cc1Br)NCc1ccccc1
    8.3, -2.2, -0.7, 1.4, ., -5.4, 5.7, 0.0, 12.7
19) CNS(=O)(=O)c1cnccc1N1CCN(C)CC1
    -2.6, -4.6, 2.1, -4.8, 2.3, -5.9, 3.0, 4.9, 5.0
20) Cc1onc(C(=O)NN)c1C(=O)N1CCN(C(c2ccccc2)c2ccccc2)CC1
    -3.2, -2.8, 0.3, 1.7, ., -0.2, 6.7, 2.5, 6.0
21) CCn1c(C)[n+](CCOCC[n+]2c(C)n(CC)c3cc(Cl)c(Cl)cc32)c2cc(Cl)c(Cl)cc21
    -2.8, -2.9, -3.3, -1.4, -2.4, 10.6, 3.5, -0.6, 4.7
22) Cc1ccc(/C=N/NC(=O)C(C)Oc2ccccc2[N+](=O)[O-])s1 (stereo not given)
    0.3, -1.4, 9.7, -1.0, 0.7, -14.4, 15.0, 2.0, 8.9
23) COc1ccc(CCNC(=O)Cn2ccc3cc(S(=O)(=O)N4CCCC4)ccc32)cc1OC
    1.4, -2.3, -3.4, 0.4, -1.8, 4.9, -3.5, 1.1, 3.5
24) O=C(NCCN1CCCCCC1)C1CC(=O)N(CCc2ccccc2)C1 (stereo not given)
    2.2, -1.5, -5.6, -7.2, 0.9, -0.8, 3.1, -1.3, -3.3
25) Cc1nnsc1C(=O)N/N=C/c1c(F)cccc1Cl
    -3.1, -3.5, 1.0, 5.9, ., -6.1, -1.9, 1.6, 1.6
26) Cc1ccc(NC(=O)C(c2ccccc2)N2CCN(CC(=O)N3CCOCC3)CC2)cc1Cl (stereo not given)
    2.0, -0.6, -5.2, -7.4, 6.1, -5.4, 2.2, -0.1, 2.9
27) COc1ccccc1-n1cnc2sc(-c3ccccc3)cc2c1=O
    2.6, -1.9, -9.2, -9.8, ., -4.3, -3.2, -0.2, 23.2
28) Cc1c(C(=O)OCC(=O)N2CC(=O)Nc3ccccc32)oc2ccccc12
    2.9, -0.5, -18.4, 4.2, -0.8, 1.4, 3.5, -1.8, -17.1
29) CC(=O)[C@@]1(O)CC[C@H]2[C@@H]3CCC4=CC(=O)CC[C@]4(C)[C@H]3[C@@H](O)C[C@@]21C
    7.6, -0.2, 3.4, 7.4, -1.0, -7.9, -1.4, -3.9, 4.7
30) CCn1c(C)nc2c1C(=O)c1ccccc1C2=O
    1.7, 1.4, -4.6, -71.6, -0.5, -7.7, 7.5, 0.7, 5.1
31) CC(C)(Oc1ccc(Cl)cc1)C(=O)Nc1ncccn1
    -3.5, -2.5, -1.8, -3.4, -0.6, 16.7, 5.3, -0.6, 1.3
32) COc1ccc(/C=C2\CN(Cc3ccccc3)C/C(=C\c3ccc(OC)cc3OC)C2=O)c(OC)c1
    -10.4, -3.1, -7.7, 1.3, -2.0, 9.9, 4.6, 0.3, 4.0
33) O=C(Nc1ccc(-c2nc3ccccc3[nH]2)cc1)c1ccc(N2C(=O)CCC2=O)cc1
    0.8, -2.1, -20.2, 3.0, ., -6.0, 19.3, 0.2, -22.7
34) CCOc1ccc(N2CC(C(=O)NC3=NCCS3)CC2=O)cc1 (stereo not given)
    2.0, 1.1, -2.3, 2.1, -1.8, -6.7, -3.2, 1.0, -3.3
35) CC(C)c1nc(=S)n(-c2ccccc2)[nH]1
    0.3, -1.6, -0.3, -3.4, ., -3.4, 6.6, -2.9, -1.4
36) CS(=O)(=O)NN1C(=O)c2ccccc2NC1c1ccccc1O (stereo not given)
    16.5, -0.1, -7.0, -18.8, -1.0, 3.5, 7.6, 0.9, 3.6
37) COc1ccc(NC(=O)C2CCCN2C(=O)Nc2cccc(F)c2)cc1 (stereo not given)
    0.8, -2.4, 0.1, 5.9, 1.9, 2.5, -1.2, 1.0, 4.3
38) CCOc1ccc(S(=O)(=O)N(CC(N)=O)c2ccc(C)cc2)cc1
    2.3, -2.1, 10.9, -6.4, -2.0, ?, 1.9, -3.1, 2.1
39) Cc1ccc(CNC(=O)C(=O)NCC2OCCCN2S(=O)(=O)c2cccs2)cc1 (stereo not given)
    -0.6, -3.1, 5.0, 2.8, 1.5, 1.6, -4.5, 0.4, 4.4
40) C[C@H]1CN([C@@H](C)CO)C(=O)CCCn2cc(nn2)CO[C@@H]1CN(C)C(=O)c1cc(-c2ccccc2)on1
    2.9, -1.6, ., -8.4, 0.5&-1.3, -5.8, 6.2, ., 5.4
41) O=C(Nc1nnc(Cc2ccccc2)s1)C1CCN(C(=O)c2ccco2)CC1
    -2.9, -4.8, -14.1, 3.7, -5.2, 0.3, -2.5, 2.9, -0.5
42) CCN(CC)c1ccc(NC(=O)CSc2nnc3nc(C)cc(C)n23)cc1
    4.0, -2.0, 4.0, 12.1, ., -3.9, -2.5, 0.9, 0.0
43) COc1ccc(C2(CNC(=O)c3ccc(N)cc3)CCCC2)cc1
    -5.1, -8.3, -2.1, -5.2, -1.7, 0.9, 0.8, 0.6, 5.5
44) CCOC(=O)C1CCCN(CCC(=O)Nc2ccc(F)c(F)c2)C1 (stereo not given)
    -2.1, -2.5, -2.1, -2.1, 10.5, 7.4, 0.7, -1.1, -2.0
45) CCOc1ccc(CCNC(=O)C(CC)n2nc(C)n3c(cc4sccc43)c2=O)cc1OCC (stereo not given)
    -0.3, -1.4, -19.9, -0.5, -4.6, -9.3, -1.4, -1.2, -11.0
46) COc1cc(C2c3cc4c(cc3OC(Nc3ccc(C(=O)O)cc3)C2C)OCO4)cc(OC)c1OC (stereo not given)
    -0.5, 3.2, ., 3.9, ., 0.0, -6.9, ., 6.1
47) O=C1CC(C(=O)N2CCCc3ccccc32)CN1c1ccc(Cl)cc1 (stereo not given)
    1.4, -7.1, -5.9, -0.2, 1.8, 7.3, -4.4, -0.3, 8.4
48) CCOc1ccccc1N1CCN(CC(=O)NCCc2ccc(S(N)(=O)=O)cc2)CC1
    2.5, 0.3, 11.3, 7.1, ., -0.7, 9.3, 0.0, -4.9
49) CCOc1ccc(NC(=O)C(C)Sc2nnnn2C)cc1 (stereo not given)
    -1.4, -0.4, -4.4, 2.7, -2.0, -6.7, 2.6, -1.2, 0.0
50) COc1ccc(C(=O)NNC(=O)CSc2nnc(C)n2CC2CCCO2)cc1 (stereo not given)
    -1.7, -4.0, -1.3, -5.8, -1.7, 1.3, -4.7, 1.6, 7.5
51) N#Cc1nc(N2CCCC2)nc(N2CCCC2)n1
    1.9, -0.6, 5.4, -1.5, 0.5, -31.9, 12.1, 3.2, 8.2
52) COCCn1c(N)c(N(Cc2ccccc2)C(=O)CN2C(=O)NC(C)(c3ccccc3)C2=O)c(=O)[nH]c1=O (stereo not given)
    1.7, -1.0, -3.9, -4.2, -0.1, 2.4, 1.0, -1.3, 2.6
53) COc1cc(CC(=O)NC(c2ccccc2)c2ccccc2)cc(OC)c1OC
    0.5, 0.0, -1.0, 12.3, ., -12.3, 7.4, -0.4, 2.0
54) COc1ccc(OC)c(-c2nnc3n2N=C(c2ccc(OC)c(OC4CCCC4)c2)CS3)c1
    5.4, -1.9, 11.6, 19.8, -0.5, -3.3, 31.9*, 3.9, 1.5
55) CCOCCCNC(=O)Cn1nc(-c2ccccc2)ccc1=O
    0.4, -3.8, -12.0, -0.1, 1.8, -3.5, 0.5, -1.0, 7.0
56) CCOc1ccccc1C(=O)NCC(=O)N(C)Cc1cccnc1
    -3.1, -2.3, 1.6, 3.7, 1.4, 9.8, 14.9, 7.4, -0.1
57) CCc1cccc(NC(=O)c2ccc(CNc3c(N4CCCC4)c(=O)c3=O)cc2)c1
    -1.0, 1.4, 10.7, 8.5, -1.9, -1.4, -1.4, -0.9, 11.7
58) O=C(COc1ncnc2ccccc12)NCc1ccc2c(c1)OCO2
    -2.5, -1.6, -1.6, -0.2, ., -8.5, 1.3, 1.3, -2.0
59) CSc1ncccc1C(=O)OCC(=O)N1CCOCC1
    1.3, -1.0, -9.5, -1.6, 1.0, 0.6, 5.7, 2.0, 9.3
60) CC1(NC(=O)Nc2cccc3ccccc23)CCS(=O)(=O)C1 (stereo not given)
    9.8, -3.0, -2.1, -1.0, -1.7, 1.0, 4.7, 0.0, 4.9
61) S=C(NCCCN1CCOCC1)Nc1cccc(Cl)c1
    5.0, -1.9, 9.0, 2.6, -1.7, -0.5, 3.1, -4.6, 11.1
62) CC(On1nnc2ccccc21)C(=O)N1CCN(Cc2ccccc2)CC1 (stereo not given)
    -2.3, -2.6, -0.6, -0.1, 1.5, -1.7, -13.0, -0.6, 2.5
63) Cc1ccc(N(C(=O)CNC(=O)c2ccco2)C(C(=O)NC2CCCCC2)c2cccnc2)c(C)c1 (stereo not given)
    -0.4, -4.1, -2.7, -6.4, ., 1.6, -3.0, -0.8, -17.2
